Assay outcomes deposited in PubChem BioAssay by several laboratories.
Insulin prom inh: TRM-6 insulin promoter activity inhibition; TRM-6 cells (human fetal islet line), insulin promoter-eGFP reporter, imaging; reporter expression induced with tamoxifen; inhibition, % at 2 µM; 130,000 compounds, 0.9% hits; AID 1273;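 active = inhibition above the mean plus 3 SD, with well images judged a real hit on visual review, cut at about 60% in these data, passing the limit was not always enough; inconclusive = inhibition over the cutoff but images rejected on review; inactive = inhibition not above the cutoff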
sdo1 growth: compounds rescuing growth of sdo1-depleted yeast, bone marrow failure model. 140,000 compounds, 0.21% hits. S. cerevisiae sdo1-depleted JHY4D growth rescue, OD600 30 h; hits give high values; pdr5 snq2 efflux-pump mutant strain. z-score at 10 µM;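 active = z-score above 3 at both the 24 hr and the 30 hr optical density reads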;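 also: z-score against mean and SD of all compound wells on the same plate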
sdo1 growth Rescue 24 h: further read-out of sdo1 growth, marked with its call; z-score; S. cerevisiae sdo1-depleted JHY4D growth rescue, OD600; measured here: growth rescue at 24 h;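 0 is the plate mean of compound wells and units are plate SD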
Active calls of the source: *; u = inconclusive; x = no result given; & = joins results of further samples; [ ] = another dose, or the depositor's remark.

item	SMILES	Insulin prom inh	sdo1 growth	sdo1 growth Rescue 24 h
1	Cc1c(NC(=O)C(C)N2C(=O)C3C4C=CC(C4)C3C2=O)c(=O)n(-c2ccccc2)n1C (stereo not given)	x	0.29	-0.03
2	O=C1Nc2ccccc2Nc2ncccc21	x	0.78	-0.75
3	COCCCNC(=O)CS(=O)(=O)Cc1nc(-c2cccc(OC)c2)oc1C	14	0.21	-0.11
4	Cc1cc2ccccc2n2c(SCC(=O)N3CCc4ccccc4C3)nnc12	50	0.33	0.12
5	O=C1C(c2ccncc2)=C(O)c2ccccc21	3	0.77	0.54
6	Cc1nc(NC(=O)COC(=O)CCS(=O)(=O)c2ccccc2Cl)c(Cl)cc1Cl	-21	-0.35&-0.48	-0.65&-0.64
7	Cc1cc2c(c(/C=C/C(=O)c3ccccc3)c1)OC1(C=C2)Oc2ccccc2C(=O)N1C (stereo not given)	50	x	x
8	Cc1ccc(C)c(NC(=O)c2cnn3ccccc23)c1	x	0.76	0.5
9	CCOC(=O)C(=O)Nc1ccc2c(c1)OCO2	7	0.49	0.38
10	O=C(CSc1ncccn1)Nc1cc(Cl)ccc1[N+](=O)[O-]	17	x	x
11	O=C(CSc1ncn[nH]1)OCN1C(=O)c2ccccc2C1=O	69	1.4	0.93
12	CCOC(=O)C1CCN(C(=O)c2ccccc2Oc2ccccc2)CC1	0	0.65	0.06
13	CN1C(=O)C(C(=O)NC(C)(C)C)C2c3ccccc3OC13CCCCC23 (stereo not given)	44	-0.21	-0.02
14	Cc1cccc(C)c1NC(=S)N(Cc1cccs1)C1CCCC1	-80	x	x
15	COc1ccc(NC(=O)N2c3ccccc3CC2C)cc1OC (stereo not given)	-37	0.63	0.47
16	O=C(OCc1cnc(Cl)s1)c1ccc(Cl)cc1	x	0.36	-0.43
17	COc1cc(OC)c(S(=O)(=O)N2CCCCC2)cc1S(=O)(=O)N1CCCCC1	u	0.53	0.06
18	COc1cc(CCN2C(=O)N[C@@H](CCc3ccccc3)C(C(C)=O)=C2C)cc(OC)c1OC	9	1.1	1.8
19	Cc1nnc(NC(=O)Nc2ccc(Cl)c(Cl)c2)s1	-13	-2.1	-1.6
20	CCN=c1scc(-c2ccco2)n1/N=C/c1ccc(O)cc1	4	-1.6	-0.79

4 entries out of the list, ordered by number of heavy atoms, low to high:
item	SMILES	Insulin prom inh	sdo1 growth	sdo1 growth Rescue 24 h
19	Cc1nnc(NC(=O)Nc2ccc(Cl)c(Cl)c2)s1	-13	-2.1	-1.6
11	O=C(CSc1ncn[nH]1)OCN1C(=O)c2ccccc2C1=O	69	1.4	0.93
15	COc1ccc(NC(=O)N2c3ccccc3CC2C)cc1OC (stereo not given)	-37	0.63	0.47
12	CCOC(=O)C1CCN(C(=O)c2ccccc2Oc2ccccc2)CC1	0	0.65	0.06

One compound at a time (already shown):
COc1cc(CCN2C(=O)N[C@@H](CCc3ccccc3)C(C(C)=O)=C2C)cc(OC)c1OC is entered as Insulin prom inh: 9; sdo1 growth: 1.1; sdo1 growth Rescue 24 h: 1.8
Cc1nnc(NC(=O)Nc2ccc(Cl)c(Cl)c2)s1 is entered as Insulin prom inh: -13; sdo1 growth: -2.1; sdo1 growth Rescue 24 h: -1.6

The list goes on:
item	SMILES	Insulin prom inh	sdo1 growth	sdo1 growth Rescue 24 h
21	Cc1cccc(OC2(c3ccccc3)OC(=O)c3ccccc32)c1C (stereo not given)	x	-0.15	-0.26
22	O=C1c2c([N+](=O)[O-])cc([N+](=O)[O-])cc2S(=O)N1Cc1ccccc1 (stereo not given)	21	x	x
23	CCCCn1nnc(NC(=O)c2ccc(-c3ccccc3)cc2)n1	51	0.13	1.5
24	O=C(NC1CCCCCC1)c1ccc(=O)n(Cc2ccccc2)n1	-71	x	x
25	COCCn1c(=S)[nH]c2ncccc2c1=O	11	2.1	3
26	CCOc1ccccc1NC(=O)C1C2CCC3C(CCC21)C3(Cl)Cl (stereo not given)	35	x	x
27	CN(C)CCCOC(=O)c1cc2ccccc2o1	-21	0.24	1.1
28	Cc1nnc(SCC2=C(C(=O)O)N3C(=O)C(NC(=O)C(C)n4nc(C(F)(F)F)cc4C)C3SC2)s1 (stereo not given)	21	x	x
29	COc1ccc(C(=O)C[n+]2ccc(N)c(C)c2C)cc1	-23	x	x
30	CCOC(=O)c1c(NC(=O)c2ccco2)sc2c1CCCCC2	x	-0.63	0.96
31	CCOc1ccccc1NC(=O)N1CCCC(c2nc3c(nnn3Cc3ccc(C)cc3)c(=O)[nH]2)C1 (stereo not given)	x	-1.4	-1.6
32	COc1ccc(OC)c(NC(=O)NC2(C(F)(F)F)Oc3ccccc3O2)c1	45	-1.1	0.56
33	Cc1cc(C)c2c(CC(=O)Nc3ccc(Cl)cn3)coc2c1	44	-2	-1.1
34	COc1ccccc1NC(=O)COc1cccc(-n2cnnn2)c1	12	-0.48	-0.4
35	Cc1ccc(S(=O)(=O)N2CCC(C(=O)NCCCN3CCCCCC3)CC2)cc1	x	-0.52	-1.2
36	Cc1ccc2nc(/C(C#N)=C\c3ccc(N4CCCCC4)c([N+](=O)[O-])c3)[nH]c2c1	-8	-0.83	-0.62
37	O=c1[nH]n(-c2ccccn2)c(=O)c2ccccc12	-11	1.5	2.2
38	Nn1c(SCC(=O)N2CCc3ccccc3C2)nnc1-c1cccs1	32	1.1	0.19
39	COc1ccc(CNCCSc2nnnn2C)cc1OC	11	-0.01	-0.2
40	Cc1ccc(S(=O)(=O)N2CCN=C2SCc2ccc(Cl)c(Cl)c2)cc1	x	-0.44	1.3
41	Cc1cc(N2CCN(C)CC2)nc2ccc(NC(=O)c3ccccc3F)cc12	-7	x	x
42	CCOC(=O)Cc1csc(NC(=O)C2CCCN(S(=O)(=O)c3cnc[nH]3)C2)n1 (stereo not given)	x	2.2	2.6
43	Cc1cc(C)nc(-n2nc(C)c3c(C(F)F)cc(C)nc32)n1	x	0.26	-0.43
44	O=C(c1cc2ccccc2c(=O)o1)N1CCCC1	-5	0.74	0.9
45	O=C(O)c1cnn2cc(-c3[nH]ncc3[N+](=O)[O-])cnc12	x	0.76	0.16
46	CCOc1cc(C=O)ccc1OCCSc1ccc(Cl)cc1	-10	-0.62	-1.1
47	CC(C)(C)n1nnnc1C(c1ccc(F)cc1)N1CCN(Cc2ccc3c(c2)OCO3)CC1 (stereo not given)	42	-0.07	-0.69
48	COc1ccc(NC(=O)C(NC(=O)Cc2cccs2)c2ccc(C)cc2)cc1 (stereo not given)	x	-0.18	1.2
49	COC(=O)COc1cc(C)cc2oc(=O)c(CC(=O)OC)c(C)c12	29	-0.71	-1.4
50	COc1cc(OC)cc(C(=O)Nc2ncc3c(n2)CC(C)(C)CC3=O)c1	x	0.07	-0.31
51	CCc1cc2c(CN3CCN(C)CC3)cc(=O)oc2cc1O	0	1.2	0.91
52	CCN1C(=O)c2cccc3c(S(=O)(=O)NCCc4c[nH]c5ccccc45)ccc1c23	-24	0.77	0.46
53	CCn1cc(C(=O)Nc2nnc(C)s2)c(=O)c2cc(F)c(N3CCN(C(=O)c4ccco4)CC3)cc21	-375	x	x
54	CCOC(=O)C1CCCN(c2c(Nc3ccc(C)c(C)c3)c(=O)c2=O)C1 (stereo not given)	-71	0.07	-0.62
55	CC(C)(C)c1ccc(OCCC(=O)NC2=NCCS2)cc1	38	-0.53	-0.7
56	Cc1ccccc1NC(=O)CNc1ccc(Cl)c(C(F)(F)F)c1	x	-0.54	-0.47
57	Cc1cccc(N=C2N=C(N)c3ccccc32)c1	5	0.44	-0.19
58	CCOc1ccc2nc(Nc3nc4ccc(NC(C)=O)cc4s3)sc2c1	4	-0.83	-0.7
59	CCCCN1C(=O)c2ccc(C(=O)Nc3ccc(S(=O)(=O)N(C)C)cc3)cc2C1=O	23	-0.72	-0.18
60	COc1cc(OC)c(C2CC(=O)N3CN(c4ccccc4C)CSC3=C2C#N)cc1OC (stereo not given)	x	-0.51	-0.95
61	O=C(Nc1c(Cl)cc(Cl)cc1C(=O)NCC1CCCO1)c1ccco1 (stereo not given)	x	0.15	-0.8
62	COc1cc(C2C(C#N)=C(N)Oc3cc(C)n(CCN4CCOCC4)c(=O)c32)cc(OC)c1OC (stereo not given)	x	0.22[5.4 µM]	-0.97
63	N#Cc1ccsc1NC(=O)CN1CCN(S(=O)(=O)c2ccccc2C(F)(F)F)CC1	-3	-0.43	-0.17
64	CCOC(=O)c1cc(-c2ccco2)nc2c1c(C)nn2-c1cccc(Cl)c1	-7	-0.63	-0.95
65	O=C(Nc1ccc([N+](=O)[O-])cc1)/C(=C/c1cccc([N+](=O)[O-])c1)NC(=O)C1CCCCC1	-23	-0.44	-0.23
66	Cc1cccc2cc(CN(CCN(C)C)C(=S)NCc3ccco3)c(=O)[nH]c12	x	0.36	-0.26
67	O=C(CCc1nc2ccccc2s1)OCC(=O)N1CCN(C(=O)c2ccco2)CC1	3	-0.55	-0.14
68	COc1cc(/C=N/n2c(C)n[nH]c2=S)ccc1OCc1ccccc1	-30	0.84	1.1
69	C=C(C)Cn1c(N(CCO)Cc2ccccc2)nc2c1c(=O)[nH]c(=O)n2C	x	1.1	0.55
70	COc1ccc(NC(=O)C2=NN(C3CCS(=O)(=O)C3)C(=O)CC2)cn1 (stereo not given)	31	x	x

Going on with the list:
item	SMILES	Insulin prom inh	sdo1 growth	sdo1 growth Rescue 24 h
71	N#CCCn1cc(C(=O)Nc2ccccc2Br)c(-c2cc3ccccc3o2)n1	x	-1.7	-1.7
72	CCn1cc(CNC(=S)Nc2cccc(Cl)c2C)cn1	-47	x	x
73	CCOc1cc(C(=O)N2CCN=C2SC)cc(OCC)c1OCC	-44	-0.56	-1.1
74	COc1cc(/C=N/NC(=O)c2ccc([N+](=O)[O-])cc2Cl)cc(Br)c1O	-37	1	1.2
75	Oc1ccc(N=C/C=C/c2ccc(Br)cc2)cc1-c1nc2ccccc2s1	23	-0.66	-0.09
76	CCOC(=O)C1CCN(S(=O)(=O)c2cc(Br)cc3c2N(C(=O)C2CC2)CC3)CC1	x	-0.51	-0.06
77	COc1cc(OC)cc(-c2nc3ccccc3s2)c1	36	-2	-1.4
78	CCc1ccc(C2CC(c3ccc(F)cc3)Nc3nc(N)nn32)cc1 (stereo not given)	x	1	1.4
79	Cc1ccc(NC2=NC(C(=O)Nc3ccc(C)c(C)c3)CC(=O)N2)cc1 (stereo not given)	-19	0.29	0.3
80	Nc1nc(N2CCN(C/C=C/c3ccccc3)CC2)nc2ccccc12	-15	-0.15	0.28
81	Cc1ccc(C)c(S(=O)(=O)n2cnc3ccccc32)c1	8	1.6	2
82	CCOC(=O)c1cnc(-c2ccccc2)nc1Oc1ccc(Cl)cc1	-50	0.21	2.6
83	CCOC(=O)N1CCN(C(=O)CSc2ccc(-c3ccncc3)nn2)CC1	75*	x	x
84	N#C/C(=C/c1cccc(C(F)(F)F)c1)c1nc(CCN2C(=O)c3ccccc3C2=O)cs1	-219	-0.25	-0.91
85	O=C(OCc1ccco1)c1cccnc1	-64	x	x
86	CCc1cc(OCCCSc2nc(C)cc(=O)[nH]2)ccc1Cl	-9	-1.3	-1.5
87	CN(CC(=O)O/N=C(\N)c1cccc([N+](=O)[O-])c1)S(=O)(=O)c1ccccc1	-18	-0.45	-0.45
88	COc1ccc(NC(=O)CC(c2ccc(F)cc2)c2ccc(OC(C)C)cc2)cc1 (stereo not given)	-11	-1.4	-0.68
89	O=S(=O)(NCc1ccco1)c1ccc(Cl)nc1	x	0.3	0.35
90	CCS(=O)(=O)N1CCN(c2ccc([N+](=O)[O-])c(NCc3ccccc3)c2)CC1	24	-0.73	-0.48
91	Cc1cc(=O)oc2cc(OCC(=O)NCCCN3CCOCC3)ccc12	-10	-0.22	-0.57
92	Cc1ccccc1C(OCCN(C(C)C)C(C)C)c1ccccc1 (stereo not given)	-38	1.3	1.8
93	N[C@@H](Cc1ccc(O)c(I)c1)C(=O)O	32	0.31	-0.08
94	COc1ccc(-c2nc(C#N)c(N3CCC(C(N)=O)CC3)o2)cc1OC	75*	1.2	0.47
95	CC(=O)N1CCc2cc(S(=O)(=O)CCC(=O)NCc3cccs3)ccc21	-6	0.88	0.9
96	O=C(NCc1ccco1)c1noc2c1CCCC2	x	0.89	0.82
97	O=C(CCCc1ccccc1)NCCC1=CCCCC1	35	x	x
98	CCS(=O)(=O)N1Cc2ccccc2CC1C(=O)N1CCN(c2ccccc2)CC1 (stereo not given)	0	0.2	0.28
99	Cn1c(=O)[nH]c(=O)c2c1nc(Br)n2CC(O)COc1ccccc1 (stereo not given)	-9	0.82	0.6
100	Cc1c2c(nc3nc4ccccc4n13)CCCC2=O	-29	0.91	0.71
101	Cc1csc(SCCN2C(=O)c3ccccc3C2=O)n1	-15	2.1	2.5
102	CN(C)C(=O)c1ccc(NC(=O)CSc2nc3ccccc3[nH]2)cc1	-45	x	x
